Screening data (PubChem BioAssay)
EPAC1 antag – antagonists of human EPAC1. EPAC1 GEF assay, Rap1b-BODIPY-GDP exchange fluorescence. Potency, µM (doses to about 115 µM), for the others: top-dose activity change, negative = inhibition, hits mostly inhibitors. 360,000 tested, 0.14% active;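 also: potency is read from the fitted curve at half-maximal effect; plate controls were vehicle for no effect and positive control for full effect; nearly all actives have a fitted effect of over 50% in size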
Target sequence (O95398 whole entry, looked up): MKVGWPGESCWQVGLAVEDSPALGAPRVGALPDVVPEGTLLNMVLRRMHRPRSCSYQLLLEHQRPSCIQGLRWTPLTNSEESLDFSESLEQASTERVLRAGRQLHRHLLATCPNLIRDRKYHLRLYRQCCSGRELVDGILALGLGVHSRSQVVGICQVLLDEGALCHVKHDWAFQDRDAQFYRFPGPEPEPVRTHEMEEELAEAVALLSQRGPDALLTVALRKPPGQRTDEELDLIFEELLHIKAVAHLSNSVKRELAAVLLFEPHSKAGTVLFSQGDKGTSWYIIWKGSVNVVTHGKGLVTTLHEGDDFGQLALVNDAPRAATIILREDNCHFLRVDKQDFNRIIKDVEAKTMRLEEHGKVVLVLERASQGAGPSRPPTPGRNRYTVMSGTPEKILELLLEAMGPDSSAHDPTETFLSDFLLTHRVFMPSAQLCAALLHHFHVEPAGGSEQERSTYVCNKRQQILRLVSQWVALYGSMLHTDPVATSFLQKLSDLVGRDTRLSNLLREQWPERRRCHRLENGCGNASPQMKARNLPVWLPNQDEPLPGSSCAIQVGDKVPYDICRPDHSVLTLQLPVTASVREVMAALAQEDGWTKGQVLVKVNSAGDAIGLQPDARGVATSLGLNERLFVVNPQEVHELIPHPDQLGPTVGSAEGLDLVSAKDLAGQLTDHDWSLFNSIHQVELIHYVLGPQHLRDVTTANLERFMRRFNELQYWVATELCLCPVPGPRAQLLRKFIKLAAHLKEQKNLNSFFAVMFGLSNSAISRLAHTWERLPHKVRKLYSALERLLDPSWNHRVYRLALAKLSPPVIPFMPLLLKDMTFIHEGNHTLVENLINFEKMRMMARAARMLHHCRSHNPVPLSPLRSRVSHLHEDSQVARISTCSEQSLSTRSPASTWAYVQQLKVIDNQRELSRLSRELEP
WRN helicase inh – WRN helicase (human) inhibition; Q14191; WRN helicase unwinding, fluorescent forked duplex, kinetic; Potency, µM (highest dose often 114 µM), inactives show at the highest dose activity change, negative = inhibition, most hits filed as inhibitors; 360,000 tested, 0.46% active; also: potency is read from the fitted curve at half-maximal effect; % is scaled to controls: 0 for no effect and ±100 for the full control effect; nearly all actives have a fitted effect of over 55% in size
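WRN at 20 nM final preincubated with compound 15 min at room temperature; reaction started with 100 nM fluorophore/quencher forked duplex oligonucleotide and 2 mM ATP final. Unwinding followed kinetically by red fluorescence (ex 525, em 598 nm).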
FUS yeast rescue – FUS proteinopathy suppression in yeast. Potency, µM (top dose mostly 76.6 µM), inactives show at the top dose growth rescue (activation), actives largely listed as activators. 390,000 tested, 0.24% active. S. cerevisiae FUS-expressing, growth rescue, OD600, 24 h. AID 1347120;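 also: potency is read from the fitted curve at half-maximal effect; plate controls were DMSO vehicle for no effect and reference control for full effect; nearly all actives have a fitted effect of over 55% in size; some results filed as inactive show a strong effect at the top dose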
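FUS-expressing yeast, raffinose-pregrown, induced in 2% galactose minimal medium at OD 0.005; compounds in a dilution series, 24hr at 30C. Growth restoration read as absorbance at 600 nm. CP55940 positive control, DMSO negative.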
EPAC1 agonist – EPAC1 (human) agonism | O95398 | Potency, µM (top dose mostly 154 µM), inactives show at the top dose activation, hits mostly activators | EPAC1 agonist qHTS, biochemical assay; response scale: 100% = response to 6.5 mM cAMP | AID 720707 | 360,000 tested, 0.073% active; also: potency is read from the fitted curve at half-maximal effect; nearly all actives have a fitted effect of over 60% in size
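Nucleotide exchange by EPAC1 (100 nM) on Rap1B–BODIPY-GDP (250 nM) in the presence of 50 uM GDP is tracked fluorescently at 480/540 nm over 30 min. Signals are normalized to a 6.5 mM cAMP control.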
IL2 activator – activates IL-2 in a cell-based reporter assay. AID 652025. IL-2 activation reporter assay, cell-based qHTS; stimulated with anti-CD3/CD4/CD28 beads; in transgenic mouse T cells. activation, % (series mostly up to about 46 µM). 360,000 tested, 0.065% active; in the data active = activation above about 50%; inconclusive = mostly about 30% to 49%; also: 0% is about no effect
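Using fluorescent plate cytometry, EGFP and DsRed are detected in transgenic mouse T cells stimulated 18 h at 37 degrees C with antibody-coated beads after 60 min compound pretreatment.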
aSyn rescue – inhibitors of alpha-synuclein toxicity in yeast. Potency, µM (titrated, usually from 46.1 µM), for the others: at the top dose growth rescue (activation), usual class: activators. Yeast expressing alpha-synuclein, growth rescue, BacTiter-Glo, 24 h. 370,000 tested, 0.14% active; also: potency is read from the fitted curve at half-maximal effect; % of control where 0% means no effect; nearly all actives have a fitted effect of over 65% in size
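Screening used galactose-induced yeast with toxic alpha-synuclein levels, exposed to compound for 24 hr at 30 deg C. Cell growth, read with BacTiter-Glo luminescence, gave the measured signal.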
PLK1 PBD inh – inhibitors of human PLK1 polo-box domain binding; 360,000 tested, 2.8% active; P53350; Potency, µM, inactives show max response, negative = inhibition, usual class: inhibitors; Plk1 PBD binding of FITC phosphopeptide, fluorescence polarization; AID 720504; also: potency is read from the fitted curve at half-maximal effect; series mostly up to about 57 µM; % is scaled to controls: 0 for no effect and ±100 for the full control effect; nearly all actives have a fitted effect of over 65% in size
PI5P4K alpha inh – PI5P4K alpha (human) kinase inhibition. P48426. PI5P4Kalpha enzyme, ADP-Glo luminescence, 60 min; stronger effect = lower value. max response, %. 330,000 tested, 1.2% active. AID 652105; active = max response of -50% or lower; inconclusive = between -30% and -50%; inactive = -30% or higher; also: value at the top dose of about 77 µM; % is scaled to controls: 0 for no effect and ±100 for the full control effect
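Reactions run in 0.038 M HEPES pH 7.4, 0.28 mM EGTA, 0.1% CHAPS and 5% DMSO, with PI5P4Kalpha, substrate, compound and 5 microM ATP final, one hour at room temperature. Readout is ADP-Glo luminescence.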
Abeta yeast res – restores growth of yeast expressing A-beta42 peptide. Potency, µM (highest dose often 46.1 µM), for the others: top-dose growth rescue, hits mostly activators. yeast expressing A-beta42, growth rescue, OD600, 48 h; response scale: 0% DMSO, 100% iron-clioquinol control. 410,000 tested, 0.063% active; also: potency is read from the fitted curve at half-maximal effect; nearly all actives have a fitted effect of over 55% in size
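Growth rescue measured by 600 nm absorbance after 48 h yeast culture at 30 C with compound. Values normalized between DMSO and an equimolar ferric chloride plus clioquinol control.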
* marks the source's active call; other numbers are inactive results; ? = inconclusive; nt = not tested or not shown; [ ] = another dose, or the depositor's remark. Unless noted, calls follow the shape of the dose curve; as a rule, active = well fitted curve in the direction sought with a large enough effect; inconclusive = small, poorly fitted or top-dose-only effect, or another doubt; inactive = no such curve, though single readings can be large; an effect the other way counts as inactive or inconclusive.

SMILES	EPAC1 antag	WRN helicase inh	FUS yeast rescue	EPAC1 agonist	IL2 activator	aSyn rescue	PLK1 PBD inh	PI5P4K alpha inh	Abeta yeast res
Nc1ccc(C(=O)Nc2ccc3c(O)cc(S(=O)(=O)O)cc3c2)cc1	-8%	-17%[11.6 µM]	17%	18%	-0.1	-18%	-11%	-52*	-19%
CCN(CC)CCn1c(NC(=O)c2ccc(Cl)cc2)nc2ccccc21	0%	1%	4%	-6%	0.1	0%	0%	nt	11%
COC(=O)[C@@]1(Cc2ccc(OC)cc2)[C@H]2c3cc(C(=O)N(C)C)n(Cc4ccc(OC(F)(F)F)cc4)c3C[C@H]2CN1C(=O)c1ccccc1	-15%	-5%	?	-17%	-0.4	11%	4%	6	6%
CC(C(=O)N(C)C)N(C#N)c1nc(N(C)C)nc(N(C)C)n1 (configuration not stated)	-1%	4%	-16%	10%	-2.0	5%	-8%	3	19%
COc1ccc(C(=O)NNC(=S)NC(=O)c2ccccc2)cc1	-23%	4%[57.1 µM]	20%	-7%	4.1	11%	-2%	0	?
CC(=O)NS(=O)(=O)c1ccc(NC(=O)NC2CCCCC2)cc1	-2%	13%	14%	-1%	-2.0	-16%	0%	-2	-2%
Cc1cccc(NC(=O)CCC(=O)N/N=C/c2cccnc2)c1	-10%	6%	12%	-4%	-3.2	-2%	-14%	-9	-6%
CC(C)=C1SC(N2CCN(c3cccc(C)c3)CC2)=NC1=O	-1%	-7%	0%	3%	1.3	2%	-13%	nt	-21%
COc1ccc(-c2cnn3c4c(c(C)nc23)CCN4C2CCCC2)cc1OC	4%	-2%	19%	12%	-1.1	8%	-14%	-2	22%
Cc1cc(C)c(NC(=O)c2cnn(C)c2)c(C)c1	16%	-19%	nt	-1%	0.0	0%	-8%	-1	-2%
Cn1nc(C(=O)NCc2ccccc2CN2CCCC2)c2ccccc2c1=O	-17%	-3%	7%	4%	-4.7	1%	-5%	1	0%
CC1(C)Cc2nc3sc4c(N(CCO)CCO)ncnc4c3cc2CO1	-25%	1%	20%	14%	-0.9	-2%	-5%	-1	-10%
CCOC(=O)c1cccc(NC(=O)CCS(=O)(=O)c2cccc3nsnc23)c1	-15%	0%	10%	1%	-1.7	-5%	?	-7	7%
O=C1CCC(C(=O)N2CCC(CO)CC2)CN1Cc1ccc(Cl)cc1 (configuration not stated)	3%	-5%	-2%	-16%	1.0	0%	1%	1	-7%
O=C1C=C(c2ccc(CO)cc2)C[C@@H](c2ccc3c(c2)OCO3)C1	-9%	0%	19%	-1%	-0.7	-1%	-6%	-2	-1%
COc1cc(C(=S)N2CCCC2)cc(OC)c1O	10%	-13%	11%	-5%	-1.0	-6%	21µM*	nt	-10%
CC(C)Cn1c(SCC(=O)Nc2ccc3[nH]c(=O)[nH]c3c2)nc2ccccc2c1=O	5%	-6%	25%	3%	0.6	1%	2%	-20	3%
COc1ccc(C2=[N+]([O-])C(C)(C)N(O)C2(C)C)cc1	5%	1%	15%	1%	-1.6	-1%	-2%	nt	-13%
COc1ccc(NC(=O)CN2CCN(S(=O)(=O)N(C)C)CC2)cc1	-14%	-1%	-22%	15%	-0.3	1%	0%	0	1%
O=C(CCC(=O)N1CCN(c2ccccn2)CC1)c1cccs1	-21%	-23%	nt	-12%	0.4	-1%	-13%	-1	-11%
O=C(CCCCn1ccc(=O)[nH]c1=O)Nc1ccc(C(=O)O)c(O)c1	-23%	-4%	-1%	-4%	0.9	-3%	-8%	-71*	7%
Cn1cc(CNC(=O)C23CC4CC(CC(C4)C2)C3)cn1	4%	1%	7%	0%	0.3	0%	-11%	2	0%
Cc1ccc(NC(=O)CSC2=C(C#N)C(c3ccc4c(c3)OCO4)CC(=O)N2)cc1C (configuration not stated)	14%	7%	24%	-7%	-1.6	6%	-1%	nt	9%
O=C(Nc1ccccc1[N+](=O)[O-])c1cccnc1Cl	-11%	-1%	nt	6%	0.5	-1%	-6%	7	-33%[inhibitor]

PLK1 PBD inh: what is marked active above
structure | EPAC1 antag | WRN helicase inh | FUS yeast rescue | IL2 activator | PLK1 PBD inh | PI5P4K alpha inh
COc1cc(C(=S)N2CCCC2)cc(OC)c1O | 10% | -13% | 11% | -1.0 | 21µM* | nt

(next part)
SMILES	EPAC1 antag	WRN helicase inh	FUS yeast rescue	EPAC1 agonist	IL2 activator	aSyn rescue	PLK1 PBD inh	PI5P4K alpha inh	Abeta yeast res
Cc1ccc2nc3c(cc2c1)c(NS(=O)(=O)c1ccccc1)nn3CC(C)C	9%	-4%	-24%	8%	1.1	0%	-11%	6	18%
Cc1ccc(C)c(NC(=O)CN(C)C(=O)c2ccc(COc3ccccc3)cc2)c1	-6%	3%	28%	-5%	-3.5	2%	-4%	-21	7%
CCc1ccc(-c2cn3nc(C)c(C)nc3n2)cc1	9%	-5%	4%	7%	0.2	11%	-9%	-11	14%
CC(=O)c1cc(F)c(N2CCOCC2)cc1C	8%	1%	-16%	7%	-2.1	5%	-10%	nt	1%
CCOC(=O)COc1c(Br)cc(C2NC(=O)NC(C)=C2C(C)=O)cc1OC (configuration not stated)	4%	-18%[57.1 µM]	11%	-2%	0.8	2%	-10%	?	25%
CCOC(=O)c1c(S(=O)(=O)NCCc2ccco2)c(C)n(C)c1C	-2%	3%	11%	-2%	?	-1%	-1%	2	0%
Cc1ccc(NC(=O)CN(C)CC(=O)Nc2ccccc2-c2ccccc2)cc1	-5%	-1%	61%	3%	0.0	3%	-7%	-3	19%
COC(=O)[C@@H]1C[C@@]2(O)[C@@H](O)[C@@H](O)[C@@H](O)C[C@H]2N1CC1CCCCC1	1%	4%	-26%	-8%	-0.3	1%	-12%	1	2%
COc1ccc(-n2nc(C(=O)N3CCN(c4ccc(F)cc4)CC3)c3ccccc3c2=O)c(OC)c1	-10%	-11%	38%	6%	0.3	3%	?	1	9%
Cc1ccc(N(CC(N)=O)C2SC(=O)N(Cc3cccc(C(=O)O)c3)C2=O)cc1 (configuration not stated)	-7%	-4%	16%	-4%	-0.2	0%	-4%	-2	9%
COc1ccc(-c2cc(C(=O)Nc3c(C)n(C)n(-c4ccccc4)c3=O)c3ccccc3n2)c(OC)c1	-7%	7%	20%	10%	-1.4	0%	?	-11	6%
Cc1cc(NC(=O)CSc2nc3sc4c(c3c(=O)n2C)CCCC4)no1	16%	-5%	14%	3%	-3.7	-1%	-9%	nt	-12%
CC(C)N(C(=O)[C@H]1C[C@H](CC(=O)NCCCn2ccnc2)C(=O)N2CCc3c([nH]c4ccc(Cl)cc34)[C@]12C)C(C)C	-2%	1%	11%	-15%	-0.7	-2%	3%	8	9%
O=C(Nc1ccc(S(=O)(=O)NCc2ccco2)cc1)c1ccncc1	3%	-15%	6%	1%	-2.8	-2%	-13%	-6	4%
Cc1cccn2c(=O)c3cc(C(=O)N4CCN(C(=O)c5ccco5)CC4)n(C)c3nc12	-7%	-24%	7%	0%	2.1	4%	-5%	0	11%
CC1CCCN(C(=O)C2CCN(c3ncnc4c3nc3n4CCCCC3)CC2)C1 (configuration not stated)	4%	6%	27%	-2%	0.5	7%	-4%	-5	nt
O=C(NN1C(=O)C2CCCCC2C1=O)c1ccco1 (configuration not stated)	6%	-15%	10%	8%	-0.5	-4%	4%	1	7%
Cc1cccc(N2CCN(C(=O)n3ccnc3)CC2)c1C	0%	1%	23%	-3%	1.4	6%	-1%	nt	?
COC(=O)CNC(=O)c1ccc(F)cc1	-10%	-15%	-11%	7%	-0.6	-10%	-3%	3	8%
CCOc1c(Cl)cc(C(=O)Nc2ccccc2-c2ccccc2)cc1Cl	8%	2%	nt	-1%	-4.7	-1%	-2%	3	-7%
NC(=O)c1ccc(SCC(=O)OCC(=O)NCC2CCCCC2)c([N+](=O)[O-])c1	10%	7%	nt	7%	-0.3	-3%	-14%	1	-18%
C[C@H]1CN([C@@H](C)CO)C(=O)c2cc(-c3cccc(F)c3)cnc2O[C@H]1CN(C)C(=O)c1cnccn1	-9%	4%	3%	-17%	1.0	-5%	-4%	2	0%
O=c1ccc(NS(=O)(=O)c2ccccc2)cn1Cc1ccc(Cl)c(Cl)c1	10%	2%	?	-3%	-2.3	-1%	-13%	-18	-7%
CCCCc1nc2cc(C(=O)N3CCCC(COC)C3)ccc2o1 (configuration not stated)	1%	0%	nt	-2%	-3.4	2%	0%	8	-4%
COC(=O)c1ccccc1NC(=O)CSc1nc(C)cc(C)n1	-14%	-3%	5%	-3%	0.0	2%	-12%	-1	4%
O=C(Nc1cccc(F)c1)N1CC=C(n2c(=O)[nH]c3ccccc32)CC1	9%	-2%	9%	0%	-0.5	0%	-1%	3	7%
Cc1cc(C)nc(Nc2n[nH]c(-c3ccccc3C)n2)n1	-2%	0%	-30%	7%	0.3	-4%	4%	-2	-5%
O=C(O)CC1SC(=Nc2cccc(C(F)(F)F)c2)NC1=O (configuration not stated)	3%	2%	-7%	-2%	-0.2	1%	-13%	5	8%
COc1ccc(S(=O)(=O)N2CCCCC2)cc1NC(=O)CCc1nc2ccccc2c(=O)[nH]1	12%	8%	14%	-7%	0.8	-2%	-1%	8	-5%
Cc1c(Cl)c([N+](=O)[O-])nn1CCCC(=O)N1CCN(c2ccccc2)CC1	-4%	1%	29%	-4%	-1.3	12%	-9%	nt	1%
CCn1c(SCc2nc3ccccc3[nH]2)nnc1-c1ccccc1OC	-8%	1%	0%	5%	0.3	1%	0%	0	4%
O=S(=O)(c1ccccc1C(F)(F)F)N1CCN(S(=O)(=O)c2ccccc2C(F)(F)F)CC1	7%	4%	-8%	-5%	-1.8	5%	-1%	nt	11%
COCC(=O)N(C)C[C@H]1N[C@@](C)(C(=O)OC)[C@H]2C(=O)N(C)C(=O)[C@@H]12	-10%	1%	-32%	0%	0.6	1%	1%	-1	1%
COc1ccc(OC(=O)Nc2ccc([N+](=O)[O-])cc2OC)cc1	-17%	1%	-21%	3%	0.3	3%	-8%	0	4%

Outcome played no part in choosing rows. Share with any hit: about 4.1%.
